Bioassay records from PubChem.
DDE Tn6 FP inh: inhibitors of Tn6 peptide binding to fibrin DD(E), primary screen, biochemical, fluorescence polarization, human fibrin, Tn6 probe. Fibrinogen beta chain (Homo sapiens), P02675. Fibrin DD(E) TRITC-Tn6 fluorescence polarization displacement. inhibition, % at 8.3 µM. 370,000 tested, 0.21% active;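 active means inhibition above a per-campaign cutoff: mean of compounds within control limits plus 3 SD, cut at about 15% in these data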;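 further: 0% = median of all compound wells on the plate and 100% = blocking peptide control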
KLK7 zymogen act: proKLK7 zymogen activators, primary screen, biochemical, fluorescence intensity; activation, % at 7 µM; 370,000 tested, 0.9% active; Kallikrein-7 (Homo sapiens), P49862; purified proKLK7, EDANS-DABCYL substrate fluorescence; 100% is mature enzyme control, 0% vehicle;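 active means activation above the mean of all tested compounds plus 3 SD, computed per campaign excluding outliers beyond control limits, cut at about 13% in these data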
Target sequence (P49862 whole entry, looked up): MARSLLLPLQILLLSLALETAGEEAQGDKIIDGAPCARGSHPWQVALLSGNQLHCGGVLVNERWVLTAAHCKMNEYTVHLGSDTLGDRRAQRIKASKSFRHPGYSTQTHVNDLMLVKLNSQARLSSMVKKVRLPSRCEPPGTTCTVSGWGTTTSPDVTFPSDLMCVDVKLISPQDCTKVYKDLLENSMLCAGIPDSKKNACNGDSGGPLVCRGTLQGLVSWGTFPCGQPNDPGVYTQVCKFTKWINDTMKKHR
PLC-gamma1 inh: PLC-gamma1 enzyme inhibitors, primary screen, biochemical, fluorescence, purified enzyme. 1-phosphatidylinositol 4,5-bisphosphate phosphodiesterase gamma-1 (Homo sapiens), P19174. fluorogenic substrate. inhibition, % at 12.2 µM. 370,000 tested, 0.84% active. AID 720700, 2013; in the data active means inhibition above about 9.5%
Rev-erbA mod: modulators of Rev-erb alpha DNA binding, primary screen, biochemical, FITC-DNA, fluorescence polarization, uHTS | activity, % at 10 µM | AID 1259318, 2017 | 370,000 tested, 0.79% active | Rev-erbα–FITC-DNA binding, 90 min;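 active means activity above about 14%, limit read from the data; passing the limit was not always enough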;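 further: 0% = DMSO wells with 35 nM protein and 100% = DMSO wells with 750 nM protein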
ARFGAP1 inh: inhibitors of rat ARFGAP1 GAP activity, primary screen, biochemical, fluorescence polarization, GDP tracer; ADP-ribosylation factor GTPase-activating protein 1 (Rattus norvegicus), Q62848; Arfgap1-stimulated ARF1 GTP hydrolysis, GDP FP detection; inhibition, % at 16.5 µM; 360,000 tested, 0.26% active; AID 651572, 2012;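 active means inhibition above a per-plate limit, mean inhibition of low control wells plus 3 SD, cut at about 25% in these data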;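 further: 0% = DMSO wells with enzyme and 100% = wells lacking Arfgap1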
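Assay system: Rat Arfgap1 GAP domain (His6, aa 1-136), purified enzyme | Buffer or medium: HEPES 25 mM pH 7.5, NaCl 150 mM, MgCl2, DTT | Schedule: GTP hydrolysis reaction 2 h at 25 °C | Signal: FP of antibody-bound GDP Alexa 633 tracer, ex 620/em 688 nm | Measure: Percent inhibition of Arfgap1-stimulated GTP hydrolysis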
ASAP1 GAP inh: inhibitors of human ASAP1 ArfGAP activity, primary screen, biochemical, fluorescence polarization; Arf-GAP with SH3 domain, ANK repeat and PH domain-containing protein 1 (Homo sapiens), …; ASAP1-stimulated ARF1 GTP hydrolysis, GDP FP detection; inhibition, % at 16.5 µM; 360,000 tested, 0.19% active; in the data active means inhibition above about 25%;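 further: 0% = vehicle with enzyme and substrate and 100% = no enzyme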
UHRF1 binding: UHRF1 methylated DNA binding inhibitors, primary screen, counter-screen for MBD2 inhibitor project, biochemical, TR-FRET, human UHRF1, single concentration | E3 ubiquitin-protein ligase UHRF1 (Homo sapiens), Q96T88 | UHRF1 binding to methylated oligo | inhibition, % at 4.4 µM | 370,000 tested, 0.75% active | AID 687016, 2013; in the data active means inhibition above about 21%;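 further: UHRF1 SRA domain binding a hemimethylated CpG hairpin DNA probe; 0% = median of test compound wells and 100% = reference inhibitor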
Target sequence (Q96T88 whole entry, looked up, the tested form may be a part): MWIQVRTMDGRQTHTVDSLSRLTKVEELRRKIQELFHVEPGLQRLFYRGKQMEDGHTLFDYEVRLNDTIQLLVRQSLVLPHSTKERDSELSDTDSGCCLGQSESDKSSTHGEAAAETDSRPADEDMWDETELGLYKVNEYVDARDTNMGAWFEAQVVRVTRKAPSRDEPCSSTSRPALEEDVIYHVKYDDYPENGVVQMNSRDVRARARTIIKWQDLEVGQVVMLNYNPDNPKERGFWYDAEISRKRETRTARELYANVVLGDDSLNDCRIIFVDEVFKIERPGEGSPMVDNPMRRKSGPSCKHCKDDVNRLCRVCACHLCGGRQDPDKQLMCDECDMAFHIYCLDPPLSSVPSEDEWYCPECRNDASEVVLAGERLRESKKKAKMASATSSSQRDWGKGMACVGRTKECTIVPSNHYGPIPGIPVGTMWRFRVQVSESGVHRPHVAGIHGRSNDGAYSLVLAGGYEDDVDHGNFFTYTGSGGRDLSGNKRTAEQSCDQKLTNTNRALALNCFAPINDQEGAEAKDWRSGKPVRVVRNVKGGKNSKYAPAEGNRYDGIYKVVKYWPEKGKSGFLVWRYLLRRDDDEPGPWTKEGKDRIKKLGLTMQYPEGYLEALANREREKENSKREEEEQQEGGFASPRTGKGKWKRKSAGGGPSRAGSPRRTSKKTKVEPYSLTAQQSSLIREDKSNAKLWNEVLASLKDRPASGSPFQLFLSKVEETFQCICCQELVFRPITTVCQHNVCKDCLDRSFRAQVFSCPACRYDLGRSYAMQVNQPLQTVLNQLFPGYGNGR
HGIII-sPLA2 inh: human group III sPLA2 inhibitors, primary screen, biochemical, QFRET, BODIPY PC-A2 liposome substrate; inhibition, % at 12.2 µM; 370,000 tested, 0.56% active; AID 743126, 2013; QFRET BODIPY PC-A2 liposome hydrolysis, fluorescence;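 active means inhibition above mean plus 3 SD of compounds lying within the high and low control bounds, cut at about 19% in these data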;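 further: 0% = median of test compound wells and 100% = no enzyme DMSO wells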
PLCb3 inh: human PLC-beta3 inhibitors, primary screen, biochemical, fluorescence; 1-phosphatidylinositol 4,5-bisphosphate phosphodiesterase beta-3 (Homo sapiens), Q01970; Purified PLC-beta3, fluorogenic substrate; inhibition, % at 12.2 µM; 370,000 tested, 0.18% active; in the data active means inhibition above about 11%;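 further: 0% = median of compound wells on plate and 100% = full blocker control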
DDE Tn7 FP inh: inhibitors of Tn7 peptide binding to fibrin DD(E), primary screen, biochemical, fluorescence polarization, human fibrin, Tn7 probe; FP displacement of FITC-Tn7 peptide from fibrin DD(E); 0% = median of compound wells per plate; inhibition, % at 8.3 µM; 370,000 tested, 0.13% active;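 active means inhibition above the mean of compounds falling within the control limits plus 3 SD of them, cut at about 14% in these data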;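 further: 0% = plate median of compound wells and 100% = 10 µM Aha-Tn7 peptide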
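system = human fibrin DD(E) protein | quantity = DD(E) 2 µM final | medium = Tris/NaCl/CaCl2 buffer, pH 7.8 | also added = labelled Tn7 tracer, 0.1 µM | compound dosing = single point at 8.3 µM | timing = compound with protein 10 min, then 3 h after probe, room temperature | signal = FP measurement | benchmarks = Aha-Tn7 high control | repeats = one replicate per compound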
Starred values were filed as active, the others as inactive.

SMILES	DDE Tn6 FP inh	KLK7 zymogen act	PLC-gamma1 inh	Rev-erbA mod	ARFGAP1 inh	ASAP1 GAP inh	UHRF1 binding	HGIII-sPLA2 inh	PLCb3 inh	DDE Tn7 FP inh
COc1cccc(C(=O)Nc2cc(C(=O)NCc3ccc(C)cc3)ccc2N2CCC3(CC2)CC(c2cccc(Br)c2)=NO3)c1	11.3	0.6	1.3	0.1	4.8	-9.5	-0.4	3.9	-0.2	-1.7
COC(=O)c1ccc(NC(=O)c2ccc3c(c2)C(=O)N(C)C3=O)cc1	5.9	-0.2	-0.7	52.2*	-8.3	2.1	-2.3	-0.3	-6.0	0.4
Cc1nc2sccn2c(=O)c1S(=O)(=O)Nc1ccc(N2CCOCC2)c(Cl)c1	5.7	0.4	1.4	1.0	-10.4	-5.0	-0.1	5.8	0.1	1.4
CCn1c(SCC(=O)NCc2cccs2)nnc1-c1ccncc1	1.2	0.3	-0.9	-2.6	0.6	1.1	18.4	-2.3	-1.2	-1.4
Cc1ccsc1C(=O)Nc1cc(Cl)ccc1-n1cncn1	11.7	-0.3	-9.6	0.6	-4.4	21.2	-0.1	1.1	-19.5	-2.3
O=C(NC(=S)Nc1ccc2c(c1)OCCO2)c1ccco1	-0.3	0.1	-1.4	2.4	5.6	10.2	1.5	8.8	-10.7	-3.1
CCCS(=O)(=O)N1CCCC(C(=O)NCCCN(Cc2ccccc2)C(C)C)C1 (stereo not drawn)	5.8	0.1	0.9	2.5	-4.2	-4.3	-0.3	3.2	-0.2	4.5
Cc1cccc(S(=O)(=O)C(C#N)c2nc3ccccc3nc2N2CCOCC2)c1 (stereo not drawn)	0.7	1.4	-163.7	-6.9	14.4	-4.5	-1.4	-6.7	-137.9	-2.5
Cc1cnc(C(=O)OCC(=O)NC(C)CCc2ccccc2)cn1 (stereo not drawn)	4.2	-0.3	0.4	-0.5	-0.4	-6.2	0.9	-0.9	3.4	0.2
N#Cc1ccc2sn(-c3ccccc3)c(=O)c2c1	4.5	0.2	1.8	-7.7	-4.7	-2.5	2.8	9.0	4.3	-4.9
O=C(CN1CCN(c2cccc(Cl)c2)CC1)Nc1nccs1	11.3	-0.5	-0.2	1.5	12.7	-7.2	0.1	-1.2	2.9	-1.0
Cc1cccc(CN2CCN(Cc3ccco3)CC2)c1	-7.0	-0.7	0.4	1.8	-1.1	-3.4	6.2	-3.3	5.8	-5.3

(cont.)
SMILES	DDE Tn6 FP inh	KLK7 zymogen act	PLC-gamma1 inh	Rev-erbA mod	ARFGAP1 inh	ASAP1 GAP inh	UHRF1 binding	HGIII-sPLA2 inh	PLCb3 inh	DDE Tn7 FP inh
CCCS(=O)(=O)NCc1cn2c(C)csc2n1	-2.7	-0.2	0.0	10.3	13.5	10.0	2.2	12.6	-4.9	5.1
CCCc1c(C(=O)N/N=C(\C)c2cccnc2)nnn1-c1nonc1N	-3.1	0.2	3.8	0.7	0.7	-2.8	-0.5	14.5	3.4	9.4
Cc1ccc2nc(-c3cccnc3)cc(C(=O)Nc3ccc(F)cc3C)c2c1	-2.2	0.5	0.6	10.5	-13.0	9.6	0.1	-0.9	-2.4	-5.8
C/C(C/C(C)=C1/SC(=S)NC1=O)=C1\SC(=S)NC1=O	-3.8	0.3	72.9*	-8.4	-1.4	2.9	44.8*	-7.2	-3.4	0.6
O=C(COC(=O)CCNS(=O)(=O)c1ccc(Cl)cc1)NCc1ccco1	6.4	0.2	0.5	-1.2	-9.2	-1.8	1.0	-1.4	-2.3	3.8
CC1CN(C(=O)CSc2cn(CC(=O)N3CCOCC3)c3ccccc23)CC(C)O1 (stereo not drawn)	-9.7	-0.4	2.2	-2.0	-2.2	7.6	-1.7	1.5	-3.3	3.8
CNS(=O)(=O)c1cccc(C(=O)OCC(=O)Nc2ccccc2F)c1	-3.9	0.1	4.6	-3.7	13.8	7.5	25.7*	12.4	6.5	0.9
CS(=O)(=O)N1CCN(c2ccc([N+](=O)[O-])c(NCc3ccc(Cl)cc3)c2)CC1	8.1	-0.4	-2.3	-27.3	-3.1	1.1	-2.4	-6.5	2.7	4.5
c1ccc(CCn2cccc2)nc1	3.4	-0.4	-1.6	-3.5	8.2	-10.0	2.4	10.7	-1.6	2.3
CCOC(=O)C1(CCc2ccccc2)CCN(Cc2ccn[nH]2)CC1	-3.3	-0.2	-1.6	-5.3	18.5	-11.0	1.2	1.0	-4.0	-2.5
Cc1ccc(-c2nc(CS(=O)(=O)CC(=O)NC3CC3)c(C)o2)cc1	-3.5	-0.6	0.6	-2.4	11.8	-9.3	5.4	-0.2	-8.4	-4.0
Cc1cc(OC(=O)c2ccc(C)c(C)c2)c([N+](=O)[O-])c(=O)[nH]1	-4.2	0.3	8.1	-5.6	0.6	-5.5	4.4	11.2	-6.7	3.0

Some of these compounds in order of their number in KLK7 zymogen act, largest number first.
| mol | KLK7 zymogen act |
| --- | --- |
| Cc1cc(OC(=O)c2ccc(C)c(C)c2)c([N+](=O)[O-])c(=O)[nH]1 | 0.3 |
| CCCS(=O)(=O)NCc1cn2c(C)csc2n1 | -0.2 |
| c1ccc(CCn2cccc2)nc1 | -0.4 |

(next part)
SMILES	DDE Tn6 FP inh	KLK7 zymogen act	PLC-gamma1 inh	Rev-erbA mod	ARFGAP1 inh	ASAP1 GAP inh	UHRF1 binding	HGIII-sPLA2 inh	PLCb3 inh	DDE Tn7 FP inh
Cc1ccc(NC(=O)COS(=O)c2ccc(C)cc2)cc1 (stereo not drawn)	3.4	-0.5	-2.4	7.1	-5.6	9.5	-0.5	-13.8	6.9	-3.3
Cc1ccc(C)c(N2CCN(C(=O)C3CCN(S(=O)(=O)c4cccc5nsnc45)CC3)CC2)c1	-5.7	1.1	5.3	-0.8	-7.6	-20.4	-2.8	-6.4	2.6	-0.3
COc1ccc(/C=C/C(=O)NCC(=O)N/N=C/c2cc(Br)ccc2OC)cc1	-3.4	-0.1	0.2	1.2	24.3	7.4	4.4	11.4	-4.2	1.3
COc1ccc(Nc2ccc(Nc3ccc(OC)cc3)nn2)cc1	0.3	-0.9	2.3	-1.3	-2.2	14.0	0.0	1.8	-1.8	-4.5
Cc1cc2c(C)ccc(C)c2nc1SCC(=O)c1cccs1	1.2	-8.0	-2.9	4.2	-5.1	-4.8	-0.9	2.2	2.9	3.9
Cc1ccc(CNC2CCCCC2)s1	7.2	0.4	-3.9	-8.2	-6.3	15.1	-0.8	2.1	-5.5	3.6
O=C(N/N=C/C=C/c1ccco1)c1cccs1	-2.5	0.3	-15.6	-7.5	-5.1	-20.6	-0.7	-4.8	-18.2	-3.8
CCOC(=O)Cc1csc(NC(=O)Nc2ccc(F)cc2)n1	5.0	-0.1	3.1	-1.2	1.1	-19.3	-0.2	-5.4	-0.4	0.4
Cc1cccc(-c2noc(CCC(=O)NCc3ccccc3)n2)c1	-1.7	0.1	-1.9	-3.2	-1.2	-18.9	-1.8	-3.6	-1.8	2.4
Cc1ccc(NC(=O)COC(=O)[C@@H]2CCCN2C(=O)c2cccs2)cc1S(=O)(=O)N(C)C	-8.9	-0.3	3.9	4.7	1.5	-8.9	1.2	-2.2	-5.8	-1.4
COc1ccc(C2NC(=O)NC(C)=C2C(=O)OCc2ccccc2)cc1 (stereo not drawn)	4.3	0.1	-21.0	7.0	-4.9	8.3	1.8	-2.3	-26.0	-1.4
CCCCCc1ccc(-c2ccc(=O)[nH]n2)cc1	3.9	-0.2	-0.2	2.0	-3.4	0.0	0.6	-12.3	-0.4	3.7

The list goes on:
SMILES	DDE Tn6 FP inh	KLK7 zymogen act	PLC-gamma1 inh	Rev-erbA mod	ARFGAP1 inh	ASAP1 GAP inh	UHRF1 binding	HGIII-sPLA2 inh	PLCb3 inh	DDE Tn7 FP inh
COCCCNc1nc2c([nH]1)c(=O)[nH]c(=O)n2C	-5.0	0.3	1.1	0.8	5.5	4.1	4.0	8.6	4.9	3.0
C[C@@H]1CN([C@@H](C)CO)C(=O)c2cccc(NS(C)(=O)=O)c2O[C@H]1CN(C)CC1CCCCC1	-4.5	-0.3	-4.2	3.8	4.3	12.6	-3.2	9.4	-4.0	-4.8
COC(=O)[C@H](C)NC(=O)Nc1cc(OC)ccc1OC	6.7	0.0	0.7	0.0	3.4	-2.5	-2.7	0.5	1.8	-0.9
COc1ccc2c3c(cccc13)OCC2=O	3.0	-18.9	-142.6	-1.8	14.7	-10.4	6.5	-13.3	-186.1	7.4
CSCCOC(=O)COc1ccc(/C=N/NC(=O)c2c(Cl)cnn2C)cc1	-3.4	-0.4	-1.8	-3.6	7.7	-3.4	0.9	-0.4	-6.1	12.0
CCOC(=O)c1ccccc1NC(=O)CSc1nnc(COc2ccccc2C)n1C	-2.3	0.0	-4.1	-3.0	-9.9	-3.3	2.0	-18.6	-1.2	0.6
COc1ccc(S(=O)(=O)N2CCC(C(=O)NCc3ccccn3)CC2)cc1C	8.6	-0.6	4.2	-3.1	-4.9	9.4	1.2	2.3	1.3	0.4
Fc1ccc(NC(=S)Nc2cccnc2)cc1	10.9	-0.5	-1.0	-0.6	21.5	4.4	-1.3	1.1	4.1	2.8
